From PubChem BioAssay
USP1 inh: inhibitors of human USP1/UAF1 deubiquitinase; O94782; recombinant USP1/UAF1, Ub-Rhodamine cleavage fluorescence; Potency, µM (titrated, usually from 57.1 µM), for the others: at the highest dose activity change, negative = inhibition, hits mostly inhibitors; 0.23% of 390,000 active; further: potency means the concentration at half of the fitted maximal effect; on the % scale 0 is the no-effect control and ±100 the full control effect; nearly all actives have a fitted effect of over 60% in size; inactives centre near -12
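High-throughput fluorogenic screen: 1nM USP1/UAF1 complex, Ub-Rho substrate 150nM final, 50mM HEPES pH 7.8 with 0.5mM EDTA, 0.1 mg/ml BSA, 1mM TCEP and 0.01% Tween-20.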
rTrxR1 inhibitor: inhibitors of rat thioredoxin reductase 1; O89049; recombinant rTrxR1, NADPH fluorescence consumption, selenite substrate; Potency, µM (highest dose often 114 µM), inactives show at the top dose activity change, negative = inhibition, actives largely listed as inhibitors; 1% of 390,000 active; further: potency means the concentration at half of the fitted maximal effect; on the % scale 0 is the no-effect control and ±100 the full control effect; nearly all actives have a fitted effect of over 65% in size
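Rat TrxR1 (90 nM in the dispensed reagent) was pre-reduced with 400 uM NADPH for 5 min at room temperature, then incubated with compound for 15 min. After 400 uM selenite was added, NADPH fluorescence (Ex 340/Em 450 nm) was followed for 8 min.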
PI4K2A block: inhibitors of human PI4K2A; Q9BTU6; purified PI4K2A, ADP-Glo luminescence, 1 h; hits give low values; activity change, negative = inhibition, % at 76.9 µM; 0.13% of 420,000 active; in the data active means activity change below about -50%; inconclusive means mostly about -30% to -49%;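 further: -100% = wells without enzyme as full effect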
Target sequence (Q9BTU6 whole entry, looked up): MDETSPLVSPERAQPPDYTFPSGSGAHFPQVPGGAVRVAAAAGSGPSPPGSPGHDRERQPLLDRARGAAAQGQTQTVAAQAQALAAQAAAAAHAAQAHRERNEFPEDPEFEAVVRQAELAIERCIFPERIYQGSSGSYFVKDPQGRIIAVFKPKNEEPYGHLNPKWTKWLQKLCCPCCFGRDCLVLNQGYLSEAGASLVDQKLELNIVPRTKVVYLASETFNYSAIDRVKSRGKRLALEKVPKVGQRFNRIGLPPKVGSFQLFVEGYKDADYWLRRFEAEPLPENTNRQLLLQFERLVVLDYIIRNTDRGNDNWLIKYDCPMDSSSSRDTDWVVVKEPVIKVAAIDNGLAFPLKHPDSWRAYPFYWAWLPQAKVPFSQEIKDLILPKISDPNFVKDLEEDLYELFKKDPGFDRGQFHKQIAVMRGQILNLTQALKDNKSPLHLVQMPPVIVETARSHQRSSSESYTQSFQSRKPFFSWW
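PI4K2A activity was measured by ADP-Glo luminescence: enzyme (4 ug/mL stock) and phosphatidylinositol (1.2 mM stock) in Tris pH 7.5/MgCl2/EGTA/Triton X-100 buffer were reacted with ATP (300 microM stock) for one hour at ambient temperature.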
D2 antag: D2 dopamine receptor (human) antagonism; P14416; HEK293 TREx D2 cells, calcium flux, dopamine EC80; inhibition, % at 10 µM; 2% of 340,000 active; in the data active means inhibition above about 30%; further: 0% is about no effect
Target sequence (P14416 whole entry, looked up): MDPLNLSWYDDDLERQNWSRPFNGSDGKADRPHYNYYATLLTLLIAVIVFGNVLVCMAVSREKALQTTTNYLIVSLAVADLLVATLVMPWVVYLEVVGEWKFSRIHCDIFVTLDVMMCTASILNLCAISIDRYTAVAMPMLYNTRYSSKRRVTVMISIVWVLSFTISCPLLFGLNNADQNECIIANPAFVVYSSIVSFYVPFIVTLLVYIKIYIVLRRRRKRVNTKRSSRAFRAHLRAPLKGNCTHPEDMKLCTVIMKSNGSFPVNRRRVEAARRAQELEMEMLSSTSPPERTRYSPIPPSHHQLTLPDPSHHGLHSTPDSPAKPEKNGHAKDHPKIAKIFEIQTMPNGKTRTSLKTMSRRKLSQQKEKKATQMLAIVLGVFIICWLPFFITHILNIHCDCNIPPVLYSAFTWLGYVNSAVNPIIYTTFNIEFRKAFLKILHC
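Calcium flux kinetic readout in an inducible HEK293 TREx D2 line plated overnight at 30 C. After 180 s compound exposure, an EC80 dopamine challenge follows with another 180 s kinetic read to detect antagonism.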
TrxR1 substrate: substrates of rat thioredoxin reductase 1 | O89049 | purified TrxR1 substrate turnover, NADPH consumption readout | Potency, µM (highest dose often 114 µM), without a hit: at the top dose activity change, negative = substrate turnover | 0.01% of 390,000 active | AID 588456; further: potency means the concentration at half of the fitted maximal effect; on the % scale 0 is the no-effect control and ±100 the full control effect; nearly all actives have a fitted effect of over 50% in size
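Rat TrxR1, dispensed at 90 nM, was prereduced with 400 uM NADPH (final) for 5 min at ~22 deg C, then incubated with compound 15 min before 400 uM selenite. A first-read NADPH fluorescence drop versus no-compound background flagged substrates.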
TRHR PAM: TRH receptor (human) allosteric enhancement; P34981; TRHR cells, fluo-8 calcium fluorescence, EC20 TRH enhancement; enhancement, % at 2 µM; 0.66% of 360,000 active; AID 493056; in the data active means enhancement above about 30%; further: 0% is about no effect
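TRHR-expressing cells loaded with fluo-8 calcium dye were read kinetically (ex 480/em 530) during compound addition, then stimulated with an EC20 of TRH (10 nM final). Enhancement of the Gq-mediated intracellular calcium response was scored.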
D2 ag: activates the human D2 dopamine receptor. P14416. HEK293 T-REx D2 cells, calcium flux agonist mode. activation, % at 2 µM. 0.53% of 340,000 active. AID 485358;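 active means activation over 3 SD above normal in the single-dose calcium agonist read, cut at about 30% in these data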; further: 0% is about no effect
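HEK293 Trex D2 cells, tetracycline-induced, o/n 30 C 5% CO2; no-wash Ca dye, RT 30–90 min; 10-cycle baseline, 23 nl cpd added, kinetic Ca read 180 s; agonist hits = positive Ca response.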
TRHR ag: activates the human TRH receptor | activation, % at 2 µM | P34981 | 0.18% of 360,000 active | TRHR cells, calcium flux fluo-8, FDSS agonist mode; in the data active means activation above about 30%; further: 0% is about no effect
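TRHR-expressing cells, plated overnight in medium with 10% serum, were loaded with fluo-8 calcium dye at room temperature. After a 10 s baseline, library compound was pin-added and calcium release was recorded kinetically (ex 480/em 530) as agonist response.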
IDH1 R132H inh: blocks human mutant IDH1 R132H enzyme; O75874; Potency, µM (series often up to 76.6 µM), without a hit: at the highest dose activity change, negative = inhibition, most hits filed as inhibitors; IDH1-R132H enzyme, NADPH consumption, diaphorase/resazurin fluorescence; 0.093% of 390,000 active; further: potency means the concentration at half of the fitted maximal effect; on the % scale 0 is the no-effect control and ±100 the full control effect; nearly all actives have a fitted effect of over 65% in size
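IDH1-R132H (0.5 ug/mL dispensed) in pH 7.5 Tris buffer was preincubated 30 min with compound, then given a substrate mix of 0.016 mM NADPH and 2 mM alpha-KG for 80 min at room temperature; remaining NADPH was read by diaphorase/resazurin fluorescence.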
The depositor's hits bear a star; ? = inconclusive; . = not tested or not shown; [ ] = remark or other dose. Unless noted, the call rests on the fitted dose curve; in most records, active means well fitted inhibition curve with a large enough effect; inconclusive means small, poorly fitted or top-dose-only effect; inactive means no such curve, though single readings can be large or run the other way.

SMILES,rTrxR1 inhibitor,IDH1 R132H inh,TRHR ag,TRHR PAM,D2 antag,USP1 inh,D2 ag,PI4K2A block,TrxR1 substrate
CC(C)(C)OC(=O)N1CCC(C(=O)N2CCC[C@H]2C(=O)O)CC1,5%,2%,0.1,0,-6,-9%,0.4,7,4%
O=C(C1CCCN(c2ncccn2)C1)N1CCc2ccccc21 (stereo unspecified),12%,3%,-0.7,-1,-5,-5%,-1.0,13,10%
CCOC(=O)CC(=O)CSc1nc2ccsc2c(=O)n1Cc1ccccc1,-2%[57.1 µM],-14%,-1.3,4,.,-22%,-1.5,7,5%[57.1 µM]
Cc1ccc(NC(=O)COC(=O)c2cc(C)nc3ccccc23)c([N+](=O)[O-])c1,11%[57.1 µM],-5%,0.5,4,-5,-10%,1.0,-1,4%[57.1 µM]
CC(Oc1ccc(F)cc1)C(=O)Nc1cc(C(F)(F)F)ccc1-n1cncn1 (stereo unspecified),9%,8%,1.6,5,2,-25%,0.0,1,-6%
COc1ccc(NC(=O)CCC(=O)N/N=C/c2cccnc2)cc1,-10%,-12%,0.5,4,18,1%,1.4,-4,-11%
N#Cc1c(NC(=O)CSc2ncnc3c2cnn3-c2ccccc2Cl)sc2c1CCCC2,16%,-4%,0.8,-2,-1,-3%,0.7,5,-7%
O=c1c2[nH]c3ccc(F)cc3c2ncn1CCN1CCN(Cc2ccccc2)CC1,-2%[57.1 µM],4%,-0.2,-4,-13,-4%,0.6,-2,6%
Cc1ccc(NC(=O)CN2C(=O)NC(C)(CC(C)C)C2=O)c(Br)c1 (stereo unspecified),3%[2.29 µM],0%,.,.,.,?,.,1,9%[57.1 µM]
CC(=O)c1ccc(NC(=O)CSc2nnc3ccc(-c4ccc(Br)cc4)nn23)cc1,13%[57.1 µM],-13%,-0.4,-3,.,-20%,0.7,-4,-2%[57.1 µM]

Just D2 antag, IDH1 R132H inh and D2 ag, for two of the compounds above:
| mol | D2 antag | IDH1 R132H inh | D2 ag |
| --- | --- | --- | --- |
| CC(Oc1ccc(F)cc1)C(=O)Nc1cc(C(F)(F)F)ccc1-n1cncn1 (stereo unspecified) | 2 | 8% | 0.0 |
| COc1ccc(NC(=O)CCC(=O)N/N=C/c2cccnc2)cc1 | 18 | -12% | 1.4 |

Going on with the list:
SMILES,rTrxR1 inhibitor,IDH1 R132H inh,TRHR ag,TRHR PAM,D2 antag,USP1 inh,D2 ag,PI4K2A block,TrxR1 substrate
COc1ccc(-c2n[nH]c(=S)n2C2CCCCC2)cc1,-21%,1%,-0.2,8,8,-15%,-0.2,-6,1%
Cc1ccc(C(=O)NCC(C)NC(=O)c2ccc(C)c(C)c2)cc1C (stereo unspecified),34%,0%,.,.,.,-9%,.,-2,7%
Cc1[nH]nc(S(=O)CC(=O)O)c1[N+](=O)[O-] (stereo unspecified),10%[57.1 µM],8%,0.3,5,13,-17%,-0.1,-3,0%[57.1 µM]
Cc1ccc(-c2nsc(SCC(=O)NCC3CCCO3)n2)cc1 (stereo unspecified),18%[57.1 µM],13%,-0.7,13,.,-6%,.,5,6%[57.1 µM]
COc1ccc(N2C(=O)CC(Nc3ccc(N4CCOCC4)cc3)C2=O)c(OC)c1 (stereo unspecified),?,25%,0.1,1,2,-3%,-0.4,-1,-3%
CC(=O)c1cccc(NC(=O)CN(C)S(=O)(=O)c2ccc3c(c2)CCC(=O)N3)c1,9%[57.1 µM],5%,0.4,2,-3,-12%,.,4,-2%
COc1ccc(C(=O)CCc2nc3ccccc3s2)cc1,-13%,7%,-0.1,1,-7,0%,-0.7,6,-17%
O=C(O)CNc1ncccc1[N+](=O)[O-],7%[57.1 µM],8%,-0.4,2,2,0%,1.2,6,-1%[57.1 µM]
O=C(Cn1ncc2c3ccccc3n(Cc3cccc(Cl)c3)c2c1=O)NCc1cccs1,-17%,0%,2.9,0,.,?,-0.2,-3,-3%
CC1Cn2cc(C(=O)Nc3cccc(C(F)(F)F)c3)c(=O)c3c(Cl)ccc(c32)O1 (stereo unspecified),-5%,17%,0.3,2,.,-20%,0.5,-3,-11%
Cc1cccc(C(=O)NCC(=O)OCC(=O)c2ccc(C)s2)c1,5%[2.29 µM],5%,.,.,.,-16%,.,1,-6%[57.1 µM]
CN1CCN(C(=O)CNC(=O)c2cccs2)CC1,12%[57.1 µM],0%,.,.,.,-20%,.,-3,10%[57.1 µM]
COc1ccc(C(=O)N/N=C(\C)CC(=O)Nc2ccc(Cl)cn2)cc1,3%[57.1 µM],0%,-0.4,1,-12,0%,-0.7,-14,3%
CCOC(=O)c1c(C)[nH]c(C(=O)N2CCC(C(=O)OCC)CC2)c1C,-13%,0%,0.1,5,-15,-21%,-0.1,3,-8%
COc1cccc(/C(O)=C/c2nc3ccc(C(=O)NCCc4cccc(C)c4)cc3[nH]c2=O)c1,7%,5%,18,-1,-11,2%,11,-2,4%
O=C(Nc1ccc2nc3n(c(=O)c2c1)CCCC3)c1cccc([N+](=O)[O-])c1,-15%,4%,-0.3,-3,-6,-20%,-1.0,2,9%
COc1ccc(OCCC(=O)OCC(=O)Nc2cccc(S(=O)(=O)N3CCOCC3)c2)cc1,36%[57.1 µM],2%,-0.1,0,26,-14%,1.2,1,-2%[57.1 µM]
COc1ccc(N2CCN(C3CCCCC3NS(=O)(=O)c3ccc(Cl)cc3)CC2)cc1 (stereo unspecified),15%,-13%,8.9,-3,3,-23%,4.8,0,-2%
COc1cc(/C=N/NC(=O)c2cccnc2)ccc1OC(=O)c1ccc2c(c1)OCO2,-15%,-2%,0.4,0,10,4%,-0.1,7,-2%
COc1cc(/C=C/C(=O)O)cc(S(=O)(=O)Nc2ccccc2C(=O)NCc2ccco2)c1OC,-32%,-14%,.,.,.,-3%,.,-7,-7%
O=C(NCC(c1cccnc1)N1CCN(c2ccc(F)cc2)CC1)c1cccc(Cl)c1 (stereo unspecified),-5%,-1%,-0.4,-9,-7,-23%,0.2,1,-5%
CC1(c2ccccc2Cl)NC(=O)N(CC(=O)Nc2ccccc2OC(F)F)C1=O (stereo unspecified),13%,6%,-0.2,-1,3,-16%,0.7,2,3%
Cc1ccc(C(=O)CN2C(=O)NC3(CCOc4ccccc43)C2=O)s1 (stereo unspecified),-2%,11%,-0.4,-10,0,-18%,0.0,1,-4%
COC(=O)CCCC(=O)OC,21%,-1%,.,.,.,10%,.,-1,9%
Cc1cc(C)n(-c2nc3ccccc3nc2NCCc2ccccc2)n1,8%,0%,-0.2,6,7,-14%,-0.1,2,20%
O=C1C(C=Nc2ccccc2)=C(O)c2ccccc21,-5%,10%,1.3,0,-33,-4%,0.7,-29,-7%
COc1ccccc1CNC(=O)CCn1cnc2ccccc2c1=O,8%[57.1 µM],0%,-0.3,-1,.,-6%,0.2,7,-1%[57.1 µM]
COc1ccc(N2C(=O)C(F)(F)C2c2cccc(F)c2)cc1 (stereo unspecified),13%,3%,0.0,-4,-2,1%,-0.3,1,-11%
COc1ccc(N(C(=O)CNC(=O)c2cccs2)C(C(=O)NCC2CCCO2)c2ccccc2)cc1 (stereo unspecified),16%[11.4 µM],5%,0.2,9,80*,-21%,-0.1,1,12%[57.1 µM]

Eleven entries from above in another layout:
Values run as follows: rTrxR1 inhibitor | IDH1 R132H inh | TRHR ag | TRHR PAM | D2 antag | USP1 inh | D2 ag | PI4K2A block | TrxR1 substrate
Cc1ccc(C(=O)NCC(C)NC(=O)c2ccc(C)c(C)c2)cc1C (stereo unspecified)
→ 34% | 0% | . | . | . | -9% | . | -2 | 7%
Cc1[nH]nc(S(=O)CC(=O)O)c1[N+](=O)[O-] (stereo unspecified)
→ 10%[57.1 µM] | 8% | 0.3 | 5 | 13 | -17% | -0.1 | -3 | 0%[57.1 µM]
Cc1ccc(-c2nsc(SCC(=O)NCC3CCCO3)n2)cc1 (stereo unspecified)
→ 18%[57.1 µM] | 13% | -0.7 | 13 | . | -6% | . | 5 | 6%[57.1 µM]
COc1ccc(N2C(=O)CC(Nc3ccc(N4CCOCC4)cc3)C2=O)c(OC)c1 (stereo unspecified)
→ ? | 25% | 0.1 | 1 | 2 | -3% | -0.4 | -1 | -3%
CC(=O)c1cccc(NC(=O)CN(C)S(=O)(=O)c2ccc3c(c2)CCC(=O)N3)c1
→ 9%[57.1 µM] | 5% | 0.4 | 2 | -3 | -12% | . | 4 | -2%
COc1ccc(C(=O)CCc2nc3ccccc3s2)cc1
→ -13% | 7% | -0.1 | 1 | -7 | 0% | -0.7 | 6 | -17%
O=C(O)CNc1ncccc1[N+](=O)[O-]
→ 7%[57.1 µM] | 8% | -0.4 | 2 | 2 | 0% | 1.2 | 6 | -1%[57.1 µM]
O=C(Cn1ncc2c3ccccc3n(Cc3cccc(Cl)c3)c2c1=O)NCc1cccs1
→ -17% | 0% | 2.9 | 0 | . | ? | -0.2 | -3 | -3%
CC1Cn2cc(C(=O)Nc3cccc(C(F)(F)F)c3)c(=O)c3c(Cl)ccc(c32)O1 (stereo unspecified)
→ -5% | 17% | 0.3 | 2 | . | -20% | 0.5 | -3 | -11%
Cc1cccc(C(=O)NCC(=O)OCC(=O)c2ccc(C)s2)c1
→ 5%[2.29 µM] | 5% | . | . | . | -16% | . | 1 | -6%[57.1 µM]
CN1CCN(C(=O)CNC(=O)c2cccs2)CC1
→ 12%[57.1 µM] | 0% | . | . | . | -20% | . | -3 | 10%[57.1 µM]

Hits appear at their usual frequency. Share with any hit: about 3.9%.
